Bioassay records (PubChem BioAssay)
pAkt inh – HTS Assay for Inhibitors of Akt Phophorylation: Primary Screen. Neuro2A IGF-stimulated pAkt S473 HTRF, 20 min; active compounds read low. activity change, % for hits at 50 µM. actives 0.32% (n = 360,000). AID 651550, 2012; in the data active = activity change below about -80%; inconclusive = mostly about -51% to -80%; also: % is scaled to controls: 0 for no effect and ±100 for the full control effect
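Neuro2A cells in DMEM with 0.5% FBS, overnight at 37 deg C, given compound at single 50 µM final, then IGF (6 nM final) for 20 min at 37 deg C. Lysed; phospho-Akt Ser473 by HTRF after 24 h, 665/615 ratio.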
A549 tox – Nrf2 qHTS screen for inhibitors: counterscreen for cytotoxicity. AID 504648, 2011. Potency, µM (top dose mostly 46 µM), inactives show top-dose activity change, negative = cytotoxicity, actives largely listed as inhibitors. actives 0.16% (n = 390,000). A549 ARE-Fluc cells, CellTiter-Fluor viability, 18-24 h; also: potency is read from the fitted curve at half-maximal effect; % is scaled to controls: 0 for no effect and ±100 for the full control effect
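A549 ARE_Fluc cells in 5% FBS OPTI-MEM were exposed to compounds in concentration-response for 18-24 h at 37 deg C. Viability was read by CellTiter-Fluor fluorescence (Ex 405/Em 525) after 30 min, before the luciferase read.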
EPAC2 antag – qHTS for Antagonist of cAMP-regulated guanine nucleotide exchange factor 2 (EPAC2): primary screen; EPAC2 GEF exchange of Rap1B-BODIPY-GDP, fluorescence; Potency, µM (series often up to 114 µM), for the others: at the top dose activity, negative = inhibition, usual class: inhibitors; actives 0.18% (n = 360,000); AID 720708, 2013; also: potency is read from the fitted curve at half-maximal effect; % is scaled to controls: 0 for no effect and ±100 for the full control effect; nearly all actives have a fitted effect of over 45% in size; many of its hits are not listed in these tables
Target sequence (Q8WZA2 whole entry, looked up): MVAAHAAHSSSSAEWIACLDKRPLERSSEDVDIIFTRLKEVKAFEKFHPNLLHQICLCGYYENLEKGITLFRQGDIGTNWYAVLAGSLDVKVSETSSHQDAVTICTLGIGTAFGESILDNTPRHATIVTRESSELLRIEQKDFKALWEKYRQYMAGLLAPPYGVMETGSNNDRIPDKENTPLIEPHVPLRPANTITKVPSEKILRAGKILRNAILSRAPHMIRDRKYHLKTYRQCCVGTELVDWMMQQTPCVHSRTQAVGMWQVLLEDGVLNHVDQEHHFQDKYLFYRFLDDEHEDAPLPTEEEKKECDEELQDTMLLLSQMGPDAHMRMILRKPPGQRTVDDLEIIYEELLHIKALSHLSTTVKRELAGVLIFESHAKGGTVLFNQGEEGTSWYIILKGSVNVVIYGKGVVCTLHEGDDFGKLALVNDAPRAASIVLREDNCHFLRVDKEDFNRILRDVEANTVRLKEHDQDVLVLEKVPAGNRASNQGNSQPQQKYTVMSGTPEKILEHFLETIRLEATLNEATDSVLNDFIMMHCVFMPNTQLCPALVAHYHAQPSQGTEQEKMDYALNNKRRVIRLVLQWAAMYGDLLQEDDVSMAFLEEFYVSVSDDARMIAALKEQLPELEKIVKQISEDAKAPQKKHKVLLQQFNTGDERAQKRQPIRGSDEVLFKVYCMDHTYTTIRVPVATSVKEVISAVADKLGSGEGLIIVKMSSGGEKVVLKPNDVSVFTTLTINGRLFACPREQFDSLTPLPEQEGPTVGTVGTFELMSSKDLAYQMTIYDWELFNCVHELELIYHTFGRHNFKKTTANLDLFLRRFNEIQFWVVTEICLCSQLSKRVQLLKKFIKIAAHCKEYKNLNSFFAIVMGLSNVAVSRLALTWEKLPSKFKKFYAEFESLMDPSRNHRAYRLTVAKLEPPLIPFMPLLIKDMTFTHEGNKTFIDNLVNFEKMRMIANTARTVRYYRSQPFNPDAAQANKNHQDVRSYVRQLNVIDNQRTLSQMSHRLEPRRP
MmCpn inh – Inhibitors of TCP-1 ring complex (TRiC) of Methanococcus maripaludis (MmCpn): qHTS; actives 0.031% (n = 330,000); purified Mm-Cpn ATPase, ADP Transcreener TR-FRET; Potency, µM (doses to about 76.9 µM), for inactives: at the top dose activity, negative = inhibition, most hits filed as inhibitors; Chaperonin Mm-Cpn (Methanococcus maripaludis); also: potency is read from the fitted curve at half-maximal effect; % is scaled to controls: 0 for no effect and ±100 for the full control effect; nearly all actives have a fitted effect of over 80% in size
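ATP (10 uM final) was added to archaeal chaperonin (25 nM final) after 10 min exposure to test compound at 37°C; after 30 min further incubation, ADP was detected by competitive TR-FRET.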
Nrf2 block – Nrf2 qHTS screen for inhibitors; A549 ARE-Fluc reporter, luciferase luminescence, 18-24 h; Potency, µM (titrated, usually from 46 µM), without a hit: at the highest dose activity change, negative = inhibition, actives largely listed as inhibitors; actives 2.1% (n = 360,000); AID 504444, 2011; also: potency is read from the fitted curve at half-maximal effect; % is scaled to controls: 0 for no effect and ±100 for the full control effect; nearly all actives have a fitted effect of over 60% in size
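Reporter: ARE-Fluc in A549. Exposure: 18-24 h, 37 °C, 5% CO2, 5% FBS OPTI-MEM. Readouts: fluorescent cytotoxicity (CellTiter-Fluor), then luminescent Nrf2 signal after BugLite.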
CCT chaperon mod – High-Throughput Screening for Modulators of Cytosolic Chaperonin Activity; purified chaperonin ATPase assay, HTRF ADP detection, 30 min; actives 0.3% (n = 360,000); activity change, % (concentration not given with the values), hits read low; in the data active = activity change below about -30%; also: % is scaled to controls: 0 for no effect and ±100 for the full control effect
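ATPase activity: ADP formed was measured by HTRF Transcreener (665/615 nm ratio) after 30 min at 37 deg C with 10 uM ATP. Compounds screened at one 76 uM concentration against 40 or 20 nM TRiC in Tris pH 7.4/KCl/MgCl2/DTT buffer.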
Nrf2 activator – qHTS of Nrf2 Activators. actives 0.31% (n = 410,000). AREc32 ARE-luciferase reporter (MCF7-derived line), luminescence, 24 h. Potency, µM (doses to about 46.1 µM), inactives show top-dose activation, most hits filed as activators; also: potency is read from the fitted curve at half-maximal effect; % of control where 0% means no effect; nearly all actives have a fitted effect of over 65% in size
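AREc32 cells carrying an ARE-driven firefly luciferase reporter were seeded at 1000 cells/well in OPTI-MEM with 5% FBS, then exposed to compound for 24 hr at 37 deg C. Luminescence was read with Steady-Glo after 30 min at RT.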
TGFb inhibitor – qHTS for Inhibitors of TGF-b | AID 588855, 2011 | HepG2 CAGA-GFP TGF-b/SMAD3 reporter, GFP fluorescence, 18 h; TGF-beta stimulated, 500 pg/mL final | actives 1.2% (n = 410,000) | Potency, µM (highest dose often 46.1 µM), for the others: at the top dose activity, negative = inhibition, most hits filed as inhibitors; also: potency is read from the fitted curve at half-maximal effect; % is scaled to controls: 0 for no effect and ±100 for the full control effect; nearly all actives have a fitted effect of over 65% in size
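First, reporter cells (HEPG2 CAGA-GFP) rested 2 h at 37 degrees C. Next, compounds were pinned in and TGF-beta added to 500 pg/mL final. After 18 h, GFP was imaged per cell and summed per well.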
EPAC2 ag – qHTS for Agonist of cAMP-regulated guanine nucleotide exchange factor 4 (EPAC2): primary screen. Rap guanine nucleotide exchange factor 4 (Homo sapiens), Q8WZA2. EPAC2 activation, biochemical qHTS; response scale: 100% = 6.5 mM cAMP response. Potency, µM (top dose mostly 154 µM), inactives show at the highest dose activation, actives largely listed as activators. actives 0.079% (n = 360,000); also: potency is read from the fitted curve at half-maximal effect; nearly all actives have a fitted effect of over 50% in size
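Guanine nucleotide exchange by EPAC2 is measured as reduced fluorescence of BODIPY-GDP once it is released from 250 nM Rap1B. Plates are read kinetically for 30 min at room temperature; results are scaled to 6.5 mM cAMP.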
The depositor's hits bear a star; & = joins results of further samples; [ ] = dose if it differs, or a comment. Unless noted, calls follow the shape of the dose curve; as a rule, active = well fitted curve in the direction sought with a large enough effect; inconclusive = small, poorly fitted or top-dose-only effect, or another doubt; inactive = no such curve, though single readings can be large; an effect the other way counts as inactive or inconclusive.

Cc1ccc(-c2c(C(=O)NCCc3ccccc3)oc(=O)c3ccccc23)cc1 was read as A549 tox -6%, Nrf2 block 5%, Nrf2 activator -1.7% and TGFb inhibitor inconclusive.
For CCOC(=O)C1CCCN(CCC(=O)Nc2ccc(Br)cc2)C1 (stereo not given) the results were pAkt inh inactive, A549 tox -4%, EPAC2 antag 6%, MmCpn inh 3%, Nrf2 block 9%, CCT chaperon mod -2.2, Nrf2 activator 4.0%, TGFb inhibitor 2% and EPAC2 ag 1%.
`C/C(CCC1CC(C)(C)OC1=O)=N\NC(N)=S` (stereo not given) gave pAkt inh inactive, A549 tox 1%, EPAC2 antag 3%, MmCpn inh -2%, Nrf2 block 16%, CCT chaperon mod -6.3, Nrf2 activator -0.4%, TGFb inhibitor -3% and EPAC2 ag 0%.
CCONC(=NC)c1nonc1N was read as pAkt inh inactive, A549 tox 1%, EPAC2 antag 3%, MmCpn inh 3%, Nrf2 block -1%, CCT chaperon mod 2.8, Nrf2 activator 0.4%, TGFb inhibitor 1% and EPAC2 ag -7%.
Cc1onc(-c2c(F)cccc2Cl)c1C(=O)N1C=CC(C(F)(F)F)=NCC1 was read as pAkt inh inactive, A549 tox 4%, EPAC2 antag 12%, MmCpn inh -1%, Nrf2 block inconclusive, CCT chaperon mod -1.4, Nrf2 activator -0.8%, TGFb inhibitor -9% and EPAC2 ag -42%[inhibitor].
Screening Cc1cc(C)n2nc(SCc3cc(=O)oc4ccc5ccccc5c34)nc2n1 returned pAkt inh inactive, A549 tox -11%, EPAC2 antag 13%, MmCpn inh -2%, Nrf2 block -7%, CCT chaperon mod 0.1, Nrf2 activator 4.2%, TGFb inhibitor 7% and EPAC2 ag 6%.
For CCc1nn(C(CC)C(=O)NCCc2ccc(OC)cc2OC)c(=O)c2cc3occc3n12 (stereo not given) the results were pAkt inh inactive, A549 tox 1%, EPAC2 antag -4%, MmCpn inh -3%, Nrf2 block -29%, CCT chaperon mod 3.6, Nrf2 activator 0.2%, TGFb inhibitor -7% and EPAC2 ag 1%.
Screening COc1cc2c(C#N)c(N3CCCC3)nc(N)c2c(N)n1 returned pAkt inh inactive, A549 tox inconclusive, EPAC2 antag -18%&-3%, MmCpn inh -1%, Nrf2 block inconclusive, CCT chaperon mod -0.8&0.1, Nrf2 activator -0.4%&-0.3%, TGFb inhibitor inconclusive and EPAC2 ag 26%&2%.
`COc1ccc(CCN2CC(C(=O)NC3CCCCC3)CC2=O)cc1OC` (stereo not given) gave pAkt inh inactive, A549 tox -2%, EPAC2 antag 12%, MmCpn inh -7%, Nrf2 block 4%, CCT chaperon mod -1.1, Nrf2 activator -0.5%, TGFb inhibitor 3% and EPAC2 ag -2%.
`COc1ccc(Cl)cc1NC(=O)c1cc(-c2ccco2)on1` gave pAkt inh inactive, A549 tox -1%, EPAC2 antag 7%, MmCpn inh -2%, Nrf2 block -24%, CCT chaperon mod -7.3, Nrf2 activator inconclusive, TGFb inhibitor inconclusive and EPAC2 ag 12%.
Screening CCN(CC)c1ccc(/C=C2/C(=O)ON=C2C)cc1 returned pAkt inh inactive, A549 tox 3%, EPAC2 antag 11%, MmCpn inh -1%, Nrf2 block 4%, CCT chaperon mod -2.9, Nrf2 activator 1.7%, TGFb inhibitor -1% and EPAC2 ag 9%.
For CCOc1ccc(C2(C)NC(=O)N(CCN(C)C)C2=O)cc1 (stereo not given) the results were pAkt inh inactive, A549 tox -1%, EPAC2 antag -3%, MmCpn inh 4%, Nrf2 block 1%, CCT chaperon mod -4.4, Nrf2 activator -0.8%, TGFb inhibitor 4% and EPAC2 ag 0%.

Ordered by SMILES length (lowest first): part of the list above.
CCONC(=NC)c1nonc1N was read as pAkt inh inactive, A549 tox 1%, EPAC2 antag 3%, MmCpn inh 3%, Nrf2 block -1%, CCT chaperon mod 2.8, Nrf2 activator 0.4%, TGFb inhibitor 1% and EPAC2 ag -7%.
`C/C(CCC1CC(C)(C)OC1=O)=N\NC(N)=S` (stereo not given) gave pAkt inh inactive, A549 tox 1%, EPAC2 antag 3%, MmCpn inh -2%, Nrf2 block 16%, CCT chaperon mod -6.3, Nrf2 activator -0.4%, TGFb inhibitor -3% and EPAC2 ag 0%.
Screening CCN(CC)c1ccc(/C=C2/C(=O)ON=C2C)cc1 returned pAkt inh inactive, A549 tox 3%, EPAC2 antag 11%, MmCpn inh -1%, Nrf2 block 4%, CCT chaperon mod -2.9, Nrf2 activator 1.7%, TGFb inhibitor -1% and EPAC2 ag 9%.

(next part)
Screening CCC(C)NC(=O)Cn1c(=O)n(CCCCC(=O)NCc2ccco2)c(=O)c2ccccc21 (stereo not given) returned pAkt inh inactive, A549 tox 9%, EPAC2 antag 2%, MmCpn inh 1%, Nrf2 block inconclusive, CCT chaperon mod -2.7, Nrf2 activator -0.1%, TGFb inhibitor 4% and EPAC2 ag 10%.
For CCN(CC)S(=O)(=O)c1ccc(C)c(NC(=S)N2CCN(C/C=C/c3ccccc3)CC2)c1 the results were pAkt inh inactive, A549 tox -16%, EPAC2 antag -5%, MmCpn inh 1%, Nrf2 block 12µM*, CCT chaperon mod 0.3, Nrf2 activator 0.7%, TGFb inhibitor inconclusive and EPAC2 ag 11%.
For Fc1ccc(-c2nc3c4c(-c5ccccc5)c(-c5ccccc5)oc4ncn3n2)cc1 the results were A549 tox -3%, Nrf2 block 11%, Nrf2 activator -0.3% and TGFb inhibitor 14%.
For CN(C)C(CNC(=O)c1cccnc1Sc1ccccc1)c1ccco1 (stereo not given) the results were pAkt inh inactive, EPAC2 antag 3%, MmCpn inh 1%, Nrf2 block 5%, CCT chaperon mod -3.6, Nrf2 activator 2.9%, TGFb inhibitor 18% and EPAC2 ag 10%.
`Cc1ccc(C(C(=O)NCc2ccccc2)N(C(=O)c2csnn2)C2CC2)cc1` (stereo not given) gave pAkt inh inactive, A549 tox 2%, EPAC2 antag 3%, MmCpn inh -2%, Nrf2 block -8%, CCT chaperon mod 0.6, Nrf2 activator 0.2%, TGFb inhibitor 0% and EPAC2 ag 4%.
CCn1c(SC(C)C(=O)NCC2CCCO2)nc2scc(-c3ccccc3)c2c1=O (stereo not given) was read as pAkt inh inactive, A549 tox 1%, EPAC2 antag 3%, MmCpn inh -7%, Nrf2 block inconclusive, CCT chaperon mod 0.0, Nrf2 activator 2.4%, TGFb inhibitor -3% and EPAC2 ag 1%.
O=C(Nc1cccc2ccccc12)N1CCc2ccccc2C1 was read as pAkt inh inactive, A549 tox 0%, EPAC2 antag -4%, MmCpn inh -1%, Nrf2 block 9%, CCT chaperon mod -0.1, Nrf2 activator 5.2%, TGFb inhibitor -23% and EPAC2 ag 15%.
`C=CCn1c(=NC(=O)c2cccc(N3C(=O)CCC3=O)c2)sc2cccc(OC)c21` gave pAkt inh inactive, A549 tox -4%, EPAC2 antag -4%, MmCpn inh 1%, Nrf2 block -12%, CCT chaperon mod 0.5, Nrf2 activator -0.8%, TGFb inhibitor -20% and EPAC2 ag -6%.
Screening Cc1cc(NC(=O)CSCc2nc(-c3cccc(Cl)c3)oc2C)no1 returned pAkt inh inactive, A549 tox -1%, EPAC2 antag -2%, MmCpn inh 0%, Nrf2 block 16%, CCT chaperon mod -1.3, Nrf2 activator 1.9%, TGFb inhibitor 2% and EPAC2 ag 7%.
Screening CC1CC(C)CN(C(=O)c2cccc3c2-c2ccccc2C3=O)C1 (stereo not given) returned pAkt inh inactive, A549 tox 1%, EPAC2 antag -12%, MmCpn inh -3%, Nrf2 block 10%, CCT chaperon mod -1.6, Nrf2 activator -0.1%, TGFb inhibitor inconclusive and EPAC2 ag -5%.
Screening COc1ccc(N2CCN(CCCNC(=O)c3nnc(Cc4ccccc4Cl)o3)CC2)cc1 returned A549 tox -10%, Nrf2 block inconclusive, Nrf2 activator 3.9% and TGFb inhibitor -15%.
For CN(C(=S)Nc1ccc(F)cc1)C1(c2ccccc2Cl)CCCCC1=O (stereo not given) the results were pAkt inh inactive, A549 tox -6%, EPAC2 antag -7%, MmCpn inh 2%, Nrf2 block inconclusive, CCT chaperon mod 1.6, Nrf2 activator -0.4%, TGFb inhibitor 14% and EPAC2 ag 5%.
`CC1CCCN(C(=O)CCNC(=O)Cn2cnc3ccccc3c2=O)C1` (stereo not given) gave pAkt inh inactive, A549 tox 13%, EPAC2 antag 10%, MmCpn inh 2%, Nrf2 block 3%, CCT chaperon mod 0.6, Nrf2 activator -1.0%, TGFb inhibitor 2% and EPAC2 ag 15%.
Screening CNc1ccc(-c2nc(-c3ccco3)no2)cc1[N+](=O)[O-] returned A549 tox -10%, Nrf2 block 25%, Nrf2 activator 1.4µM* and TGFb inhibitor -2%.
Screening Cc1cc(C)nc(SCC(=O)n2c3c(c4ccccc42)CCCC3)n1 returned pAkt inh inactive, A549 tox -1%, EPAC2 antag 0%, MmCpn inh 0%, Nrf2 block 1%, CCT chaperon mod -0.1, Nrf2 activator 1.5%, TGFb inhibitor -12% and EPAC2 ag 0%.
Screening CC(C)(C)NC(=O)COC(=O)c1cc(S(=O)(=O)N2CCCCC2)ccc1N1CCOCC1 returned pAkt inh inactive, A549 tox 0%, EPAC2 antag 3%, MmCpn inh -2%, Nrf2 block 13%, CCT chaperon mod 0.8, Nrf2 activator 0.0%, TGFb inhibitor -4% and EPAC2 ag -1%.

Some of the compounds tested. The share of hits here may be higher or lower than overall.
